Screening data from PubChem BioAssay.
BRCA1 expr up – BRCA1 expression activation; MCF7-BRCA1-FFLuc reporter, luminescence, 48 h; response scale: scaled: vehicle 0%, 10 µM genistein 100%; Potency, µM (highest dose often 46.1 µM), inactives show at the top dose activation, most hits filed as activators; 380,000 tested, 1.1% active; further: potency means the concentration at half of the fitted maximal effect; nearly all actives have a fitted effect of over 80% in size; some results filed as inactive show a strong effect at the top dose
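Luminescence from a BRCA1-driven firefly luciferase in MCF7 cells was the read-out, taken 15 min after substrate addition following 48 h compound exposure at 37 °C. Data were normalized to a 10 microM genistein control and DMSO vehicle.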
B2AR arrestin – agonists driving beta-arrestin recruitment to human beta2-adrenergic receptor; P07550; beta-arrestin recruitment to beta2AR, cell-based reporter; Potency, µM (titrated, usually from 46.1 µM), inactives show at the top dose activation, hits mostly activators; 330,000 tested, 0.02% active; AID 492947;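 further: potency means the concentration at half of the fitted maximal effect; 0% = DMSO controls and full agonism = EC100 isoproterenol or metaproterenol; nearly all actives have a fitted effect of over 65% in size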
Target sequence (P07550 whole entry, looked up): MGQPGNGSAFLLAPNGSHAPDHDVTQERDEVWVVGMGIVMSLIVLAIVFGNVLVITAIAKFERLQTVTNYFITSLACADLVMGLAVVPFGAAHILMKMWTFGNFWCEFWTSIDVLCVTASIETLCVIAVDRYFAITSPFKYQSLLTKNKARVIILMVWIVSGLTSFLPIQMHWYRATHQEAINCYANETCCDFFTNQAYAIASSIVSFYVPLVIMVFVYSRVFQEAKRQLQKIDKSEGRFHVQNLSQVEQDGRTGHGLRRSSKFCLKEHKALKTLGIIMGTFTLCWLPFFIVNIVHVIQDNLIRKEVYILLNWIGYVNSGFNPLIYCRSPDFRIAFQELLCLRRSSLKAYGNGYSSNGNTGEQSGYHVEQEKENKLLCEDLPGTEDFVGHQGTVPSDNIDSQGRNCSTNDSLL
S-ASM inh – inhibitors of human secretory acid sphingomyelinase; P17405; placental ASM, HMU-PC fluorogenic substrate, 60 min; Potency, µM (top dose mostly 57.5 µM), for inactives: at the highest dose activity change, negative = inhibition, hits mostly inhibitors; 340,000 tested, 0.006% active; further: potency means the concentration at half of the fitted maximal effect
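Fluorogenic HMU-PC substrate (9 uM final) is turned over by placental ASM in 60 min at 37 C after a 10 min compound preincubation. Reaction ended by alkaline stop (pH 10), with fluorescence read at 386/447 nm.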
PTAP TSG101 blk – blocks PTAP/TSG101 interaction to inhibit HIV-1 budding; Fluorescence polarization, FITC-PTAP peptide / Tsg101 binding; Potency, µM (series often up to 115 µM), for the others: at the top dose activity change, negative = inhibition, most hits filed as inhibitors; 340,000 tested, under 10 active; active means well fitted inhibition curve with a large enough effect in the main read-out, with a control signal flat, not every such curve was filed as active; inconclusive means small, poorly fitted or top-dose-only effect, or effect the other way, or a change in a side signal; inactive means no such curve, though single readings can be large or run the other way; further: potency means the concentration at half of the fitted maximal effect; % of control where 0% means no effect
Target sequence (Q99816 whole entry, looked up): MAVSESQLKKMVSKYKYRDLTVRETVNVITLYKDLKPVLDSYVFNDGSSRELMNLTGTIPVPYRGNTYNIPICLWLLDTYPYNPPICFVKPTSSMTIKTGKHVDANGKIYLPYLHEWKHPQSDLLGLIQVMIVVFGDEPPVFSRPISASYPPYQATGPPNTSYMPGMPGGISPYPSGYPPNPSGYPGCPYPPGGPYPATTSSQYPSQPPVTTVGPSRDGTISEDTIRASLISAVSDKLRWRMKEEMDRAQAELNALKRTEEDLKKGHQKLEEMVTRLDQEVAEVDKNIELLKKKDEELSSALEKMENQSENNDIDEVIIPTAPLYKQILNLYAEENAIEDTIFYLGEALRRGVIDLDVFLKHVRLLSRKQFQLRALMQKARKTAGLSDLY
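FP read-out: FITC-PTAP peptide, 50 nM final, binding Tsg101 binding domain, 10 uM final; 20 min, r.t.; 10 mM HEPES pH 7.5, 0.15 M NaCl, 0.01% Tween 20, 3 mM EDTA, 0.1 mM TCEP.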
USP2a inh – USP2a (human) protease inhibition | O75604 | USP2 core, Ub-CHOP2 coupled fluorogenic reporter, 485/531 | Potency, µM (top dose mostly 38.3 µM), without a hit: at the top dose activity change, negative = inhibition, usual class: inhibitors | 330,000 tested, 0.01% active | AID 463254;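 further: potency means the concentration at half of the fitted maximal effect; plate controls were DMSO wells for no effect and full inhibition by NEM control for full effect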
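Cell-free coupled assay: 10nM USP2 core preincubated 30min RT with compound in Tris-HCl pH 8.0/CaCl2/CHAPS buffer, then 25nM Ub-CHOP2 and 25nM reporter substrate; fluorescence (Ex 485/Em 531) read after 60min RT, normalized to NEM inhibition, concentration-response curves fitted.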
TRPV1 ag – activates the human vanilloid receptor TRPV1; TRPV1-expressing cells, Fluo-8 calcium influx, agonist mode; 320,000 tested, 0.19% active; Q8NER1; activation, % at 8.33 µM; in the data active means activation above about 80%; inconclusive means between about 30% and that limit; further: 0% is about no effect
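Cells expressing TRPV1 were dye-loaded with Fluo-8 and read kinetically: 10 s baseline, 3 min after compound (agonist portion), then 2 min after EC20 capsaicin (allosteric enhancer portion). Calcium-bound dye fluorescence at 480/520 nm.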
a7 integrin act – activates integrin-mediated alleviation for muscular dystrophy | alpha7betagal myoblasts, beta-gal FDG fluorescence, 48 h | Potency, µM (series often up to 38.3 µM), for inactives: at the highest dose activation, usual class: activators | 350,000 tested, 0.064% active;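 further: potency means the concentration at half of the fitted maximal effect; 100% = response of the positive control SU9516; nearly all actives have a fitted effect of over 60% in size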
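Alpha7betagal+/- myoblasts (passage 13) were plated 16-24 hr, then exposed to compounds (1:260 dilution of DMSO stock) for 48 hours at 37C. After MPER lysis, β-galactosidase reporter activity was read as FDG fluorescence (ex 480/em 540) after 30 minutes.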
ELG1 genotoxic – genotoxicity induction in ELG1-luciferase HEK293T cells; Potency, µM (doses to about 46 µM), inactives show at the top dose activity change, positive = activation, actives largely listed as activators; 330,000 tested, 1.3% active; HEK293T ELG1-luciferase reporter, luminescence, 16 h; further: potency means the concentration at half of the fitted maximal effect; % of control where 0% means no effect; nearly all actives have a fitted effect of over 60% in size
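Genotoxic stress is detected as increased luminescence from luciferase-tagged ELG1 in HEK293T cells, measured with ONE-Glo after a 16 hr treatment at 37 °C.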
uPA generation – inhibitors of cell surface uPA generation; Potency, µM (top dose mostly 38.3 µM), inactives show at the top dose activity change, negative = inhibition, hits mostly inhibitors; 330,000 tested, 0.31% active; cell surface uPA generation assay, qHTS; active means well fitted inhibition curve with a large enough effect; inconclusive means small, poorly fitted or top-dose-only effect; inactive means no such curve, though single readings can be large or run the other way; tested in mouse RAW 264.7 cells; further: potency means the concentration at half of the fitted maximal effect; on the % scale 0 is the no-effect control and ±100 the full control effect; nearly all actives have a fitted effect of over 55% in size
Eya2 phos inh – inhibitors of human Eya2 phosphatase activity; Potency, µM (highest dose often 76.9 µM), for the others: at the top dose activity, negative = inhibition, most hits filed as inhibitors; AID 488837; recombinant Eya2, OMFP fluorescence dephosphorylation (OMFP is methylfluorescein phosphate); O00167; 330,000 tested, 0.006% active; further: potency means the concentration at half of the fitted maximal effect; on the % scale 0 is the no-effect control and ±100 the full control effect
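Eya2 (0.2 uM) preincubated 10 min at ambient with compound, then OMFP substrate added at 50 uM; 10 min reaction in 50 mM HEPES pH 7.5, 50 mM NaCl, 5 uM MgCl2, 0.05% BSA, 1 mM DTT. Fluorescence read at Ex 485/Em 525 nm.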
p53 reactivator – restores transcriptional activity of mutant p53 | Potency, µM (highest dose often 92.2 µM), inactives show at the highest dose activity change, positive = activation, usual class: activators | AID 504706 | H1299 p53-A138V BP100-luciferase reporter, luminescence, 24 h | 320,000 tested, 0.063% active; further: potency means the concentration at half of the fitted maximal effect; % of control where 0% means no effect; nearly all actives have a fitted effect of over 45% in size
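H1299 (p53-null), stable ts p53-A138V + BP100-Luc; 1000 cells/well, Opti-MEM/10% FBS; cpd 4 pt, 1:5; 24 h, 37 deg C, 5% CO2; detection reagent 10 min RT; luminescence.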
* marks the source's active call; other numbers are inactive results; ? = inconclusive; / = not tested or not shown; [ ] = remark or other dose. Unless noted, the call rests on the fitted dose curve; in most records, active means well fitted curve in the direction sought with a large enough effect; inconclusive means small, poorly fitted or top-dose-only effect, or another doubt; inactive means no such curve, though single readings can be large; an effect the other way counts as inactive or inconclusive.

SMILES	BRCA1 expr up	B2AR arrestin	S-ASM inh	PTAP TSG101 blk	USP2a inh	TRPV1 ag	a7 integrin act	ELG1 genotoxic	uPA generation	Eya2 phos inh	p53 reactivator
CC(NC(=O)c1ccncc1)c1ccc(Br)cc1 (centres undefined)	-12%	/	-1%	-9%	/	/	-3%	/	-4%	/	/
COc1ccccc1C(CNc1nc(C(F)(F)F)nc2ccccc12)N(C)C (centres undefined)	-39%	0.4%	-1%	-6%	1%	1	-36%	-13%	-1%	1%	-3%
CC(C)CCNC(=O)C1CC(c2ccc(C(F)(F)F)cc2)=NO1 (centres undefined)	26%	0.3%	6%	-2%	0%	-2	2%	5%	-7%	10%	2%
O=C(CCC1CCCC1)NCc1cccs1	26%	0.0%	-2%	-5%	-2%	22	25%	2%	-1%	-6%	15%
O=C(NCCc1ccc(F)cc1)c1cc([N+](=O)[O-])ccc1N1CCOCC1	-46%	-0.2%	-4%	-1%	-1%	7	13%	-2%	11%	8%	5%
Cc1cc(NC2CCCCC2)nc(NCc2ccccc2)n1	-35%	-0.8%	-13%	-1%	1%	0	-58%[inhibitor]	-4%	?	-1%	-7%
CCC(C)Oc1cccc(C(=O)Nc2ccccc2N2CCOCC2)c1 (centres undefined)	-26%	0.2%	-2%	-7%	-6%	?	8%	-1%	3%	-27%	16%
CCc1ccc(C(=O)CN(C#N)c2nc(C)cc(C)n2)cc1	-87%	0.6%	1%	-8%	3%	10	-28%	-1%	3%	4%	-5%
CCOC(=O)C(NC(=O)Nc1ccc(C(N)=O)cc1)(c1ccccc1)C(F)(F)F (centres undefined)	5%	-0.4%	0%	0%	5%	-1	-3%	0%	3%	-1%	-4%
Cc1ccc(SCCC(=O)NC(C)(C)C)cc1	66%	0.2%	0%	-9%	-1%	-2	0%	5%	-2%	4%	?
O=C(O)CCCCCNCc1c(Cl)cccc1Cl	36%	-0.3%	6%	-5%	2%	4	?	0%	2%	7%	-1%
COc1ccccc1OCCNC(=O)C(=O)c1c[nH]c2ccccc12	4%	-0.6%	-2%	-1%	2%	5	0%	-2%	4%	0%	-3%
O=C(CSc1ccc2nnc(CCNC(=O)c3ccccc3)n2n1)Nc1ccc(F)cc1F	-3%	0.2%	-2%	-3%	2%	-1	12%	-3%	16%	-11%	3%
COCCN(C(=O)CCC(=O)Nc1ccccn1)C(C(=O)NC1CCCC1)c1ccc(OC)cc1 (centres undefined)	-7%	-0.1%	3%	-13%	5%	-1	8%	-2%	-4%	1%	19%
CCCn1c(-c2cccs2)nc2c1c(=O)[nH]c(=O)n2Cc1ccccc1	5%	0.0%	11%	-1%	-3%	20	27%	8%	-3%	-3%	-1%
Cn1c(=O)c2c(Nc3ccc(F)cc3)cc(=O)n(-c3ccccc3)c2n(C)c1=O	-11%	-0.8%	-1%	1%	3%	4	0%	2%	-2%	14%	3%
CCCCC(=O)C1=C(N2CCCC2)CC(C)(C)CC1=O	-1%	/	1%	-2%	/	/	13%	/	-1%	/	/
Cc1cc(C)n2nc(SCC(=O)N3CCC(C(=O)O)CC3)nc2n1	-3%	4.0%	2%	1%	3%	/	6%	2%	-5%	5%	-3%
CCc1ccc(Nc2n[n+](-c3ccccc3)c(-c3ccc(SC)cc3)s2)cc1	-65%	0.0%	0%	-1%	3%	2	3%	-3%	0%	7%	8%
CCn1nc(C)c(NC(=O)c2ccc(Cl)cc2)c1C	0%	0.5%	-1%	-1%	0%	-2	18%	2%	13%	-2%	1%
Cc1noc(C)c1S(=O)(=O)N1CCC(C(=O)N2CCN(Cc3ccc4c(c3)OCO4)CC2)CC1	-19%	-0.3%	-2%	-1%	2%	-7	0%	0%	-9%	-44%	5%
C/C(=N/NC(=O)c1ccc(O)cc1)c1cccc([N+](=O)[O-])c1	39%	5.0%	1%	0%	3%	?	-6%	?	-16%	-5%	25%
O=C(CCn1c(=O)oc2ccccc21)n1c(=O)oc2ccccc21	30%	-1.3%	4%	-5%	0%	/	29%	2%	3%	?	-1%
Cc1cc(C)c(NC(=O)CSc2nnc(-c3ccco3)n2N)c(C)c1	7%	0.1%	2%	-5%	1%	-1	1%	-5%	-1%	-23%	-3%
COc1ccc(NS(=O)(=O)c2ccc(NC(=S)NCC3CCCO3)cc2)cc1 (centres undefined)	-11%	-1.1%	-6%	-4%	0%	9	-16%	-1%	-1%	9%	-13%

Additional entries follow.
SMILES	BRCA1 expr up	B2AR arrestin	S-ASM inh	PTAP TSG101 blk	USP2a inh	TRPV1 ag	a7 integrin act	ELG1 genotoxic	uPA generation	Eya2 phos inh	p53 reactivator
O=C(CN1C(=O)C2C3C=CC(C3)C2C1=O)Nc1ccc(S(=O)(=O)N2CCCCC2)cc1 (centres undefined)	-21%	-0.1%	5%	-2%	0%	-8	-13%	-1%	0%	5%	-8%
CCCNC(=O)C1CC2Cn3c(nc4ccccc43)C2N1C (centres undefined)	6%	-0.1%	6%	-1%	4%	-2	-11%	2%	-3%	-13%	4%
CC1(C)CC(=O)CC(=O)/C1=N\Nc1c(Cl)cc(Cl)cc1Cl	5%	0.5%	2%	-4%	1%	10	-37%	?	-6%	0%	?
COc1ccc(NC(=S)N(CCO)Cc2ccccc2)cc1	/	-0.2%	/	/	-1%	0	/	8%	/	6%	4%
O=C(NC1CCS(=O)(=O)C1)c1sc2ccccc2c1Cl (centres undefined)	71%	0.1%	-1%	-2%	1%	4	17%	5%	1%	-22%	1%
COc1ccccc1OCCNC(=O)C1CC(=O)N(c2ccccc2OC)C1 (centres undefined)	2%	-0.1%	0%	-3%	-1%	4	25%	-2%	-16%	1%	-14%
CC(=O)N1CCC(N(CCN2CCOCC2)C(=S)Nc2cc(C)cc(C)c2)CC1	-28%	-0.1%	3%	0%	3%	-1	0%	2%	-3%	0%	7%
CC1CCCC(C)N1C(=O)COC(=O)CCc1nc2ccccc2c(=O)[nH]1 (centres undefined)	18%	3.4%	0%	1%	4%	2	-13%	1%	0%	3%	-5%
COc1ccc(/C=C/c2nc3ccccc3c(=O)n2-c2cccc(C(=O)O)c2)cc1	-8%	0.2%	34%[activator]	-1%	7%	-5	66%	11%	-1%	-10%	5%
O=C(CSc1nnc(-c2ccc3c(c2)OCO3)n1-c1ccccc1)c1ccc(Cl)cc1	-10%	-0.4%	1%	0%	2%	16	100%	1%	-8%	13%	1%
O=C(Cc1ccccc1)N/N=C/c1ccccc1F	/	-0.4%	/	/	5%	11	/	11%	/	4%	28%
CC(C)OC(=O)C(=O)NNc1ccccc1	-22%	-0.6%	1%	2%	16%	-5	15%	10%	7%	-4%	-7%
Cc1cc(C(=O)OCC(=O)c2cccc([N+](=O)[O-])c2)c2cccc(C)c2n1	0%	0.3%	-8%	0%	11µM*	5	1%	1%	7%	?	-3%
CC(C)CNC(=O)C(=O)NCC1OCCCN1S(=O)(=O)c1cccs1 (centres undefined)	1%	-0.2%	-1%	-5%	1%	1	10%	3%	15%	11%	-16%
CCCC12CN3CCN(CC(C3)/C1=N\NC(=O)c1ccccc1Cl)C2	-6%	0.3%	-2%	-6%	-3%	2	8%	9%	-3%	5%	-3%
O=C(Nc1ccc(F)cc1)Nc1csc2ccccc12	2%	-0.3%	-9%	0%	-1%	?	-62%[inhibitor]	-6%	0%	-2%	26%
Cc1ccc(NC(=O)c2cccc(Oc3ccc([N+](=O)[O-])cc3)c2)c(C(=O)O)c1	-33%	-0.7%	10%	-1%	-1%	2	14%	-1%	5%	12%	/
CSc1ccc(C2=C/C(=C3/SC(=S)NC3=O)c3ccccc3O2)cc1	-6%	/	-1%	1%	/	/	-12%	/	3%	/	/
O=CN1CCN(C(=O)COc2ccc(Cl)cc2Br)CC1	10%	-2.5%	-3%	-8%	2%	9	?	3%	11%	3%	-6%
CC(=O)N(C)c1ccc(NC(=O)Nc2cccc3ccccc23)cc1	64%	0.2%	-11%	-1%	-4%	-3	?	?	?	-12%	-5%
O=C(C1CC1)N1CCN(Cc2ccccc2)CC1	-5%	/	2%	-4%	/	/	1%	/	1%	/	/
CCOC(=O)N/N=C(/c1ccccc1)C1CCCCC1	0%	-0.1%	-7%	2%	-4%	7	-10%	-7%	5%	0%	-2%
O=C(O)C1C2C=CC(C2)C1C(=O)Nc1cccc(F)c1 (centres undefined)	4%	-0.3%	1%	-3%	1%	0	2%[7.66 µM]	-3%	2%	-1%	8%
